Bioassay records deposited in PubChem BioAssay by several laboratories.
MazEF act = activators of E. coli MazEF toxin-antitoxin RNase; 350,000 tested, 0.32% active; P0AE70; activation, % at 20 µM; AID 504720; FAM/BHQ RNA-DNA oligo cleavage fluorescence, 5 h; in the data active means activation above about 50%
Target sequence (P0AE70 whole entry, looked up): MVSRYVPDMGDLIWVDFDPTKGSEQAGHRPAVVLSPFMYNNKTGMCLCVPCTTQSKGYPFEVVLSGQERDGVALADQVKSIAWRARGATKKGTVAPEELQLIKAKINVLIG
PrPC TRFRET = reduces human prion protein on the cell surface. P04156. cell surface PrPC, TR-FRET read-out. inhibition, % at 13.8 µM. 370,000 tested, 0.43% active. AID 720596; in the data active means inhibition above about 24%; further: 0% = median of the test wells and 100% = reference compound wells
FadD28 binding = blocks FadD28 binding to the bisubstrate probe. 360,000 tested, 0.22% active. fluorescence polarization. inhibition, % at 12.5 µM. AID 588549; in the data active means inhibition above about 8.5%, passing the limit was not always enough; inconclusive means no clear call, values can overlap the other calls
BioA inh = inhibitors of Mycobacterium tuberculosis BioA enzyme. purified M. tuberculosis BioA enzyme, plate reader. inhibition, % at 9.99 µM. 360,000 tested, 0.096% active. AID 602481; in the data active means inhibition above about 40%; inconclusive means no clear call, values can overlap the other calls
FBA Mtb inh = inhibits M. tuberculosis FBA enzyme; purified M. tuberculosis FBA, fluorescence read-out; inhibition, % at 1 µM; 360,000 tested, 2.3% active; AID 588726; in the data active means inhibition above about 27%;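 further: 0% = vehicle and 100% = reference inhibitor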
Target sequence (P9WQA3 whole entry, looked up): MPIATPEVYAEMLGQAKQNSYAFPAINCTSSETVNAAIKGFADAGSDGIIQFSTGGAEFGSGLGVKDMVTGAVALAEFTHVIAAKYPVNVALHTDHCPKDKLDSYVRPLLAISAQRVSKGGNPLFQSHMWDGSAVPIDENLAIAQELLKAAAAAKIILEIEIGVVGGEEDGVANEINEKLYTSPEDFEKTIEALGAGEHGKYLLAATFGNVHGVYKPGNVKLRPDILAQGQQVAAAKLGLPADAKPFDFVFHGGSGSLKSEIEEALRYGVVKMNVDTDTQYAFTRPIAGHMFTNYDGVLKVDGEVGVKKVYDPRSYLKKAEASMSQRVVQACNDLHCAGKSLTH
UGM FP inh = blocks M. tuberculosis UGM enzyme; P9WIQ1; purified UGM, fluorescence polarization probe displacement; inhibition, % at 10 µM; 320,000 tested, 0.06% active; in the data active means inhibition above about 10%, passing the limit was not always enough; inconclusive means no clear call, values can overlap the other calls
BoNT-F LC inh = blocks Botulinum neurotoxin F light chain protease | Multiplex microsphere protease cleavage assay, flow cytometry | inhibition, % at 10 µM | 360,000 tested, 0.22% active | AID 588497; in the data active means inhibition above about 35%, passing the limit was not always enough; inconclusive means no clear call, values can overlap the other calls; further: plate controls were buffer without enzyme for full effect and enzyme alone for no effect
Rv3671c protease = Rv3671c (M. tuberculosis) protease inhibition; inhibition, % at 5.96 µM; AID 2606; 320,000 tested, 0.048% active; in the data active means inhibition above about 38%;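 further: extracellular domain of Rv3671c used as enzyme; 0% = enzyme with DMSO and 100% = no enzyme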
Target sequence (P9WHR9 whole entry, looked up, the tested form may be a part): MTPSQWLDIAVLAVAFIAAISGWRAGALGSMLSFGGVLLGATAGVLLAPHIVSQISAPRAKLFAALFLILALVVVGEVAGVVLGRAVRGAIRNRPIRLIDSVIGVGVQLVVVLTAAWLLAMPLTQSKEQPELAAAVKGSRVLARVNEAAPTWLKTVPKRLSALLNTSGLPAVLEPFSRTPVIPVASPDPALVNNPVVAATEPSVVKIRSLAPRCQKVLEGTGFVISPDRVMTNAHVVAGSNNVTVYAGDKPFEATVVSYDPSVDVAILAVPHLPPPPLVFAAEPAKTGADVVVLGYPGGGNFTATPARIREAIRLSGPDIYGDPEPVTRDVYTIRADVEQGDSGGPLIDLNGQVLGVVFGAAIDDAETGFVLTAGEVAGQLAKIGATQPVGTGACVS
GDH-TPI inh = inhibits GDH-TPI coupling enzymes, artifact for Mtb FBA screen | GDH-TPI coupled enzyme counterscreen, NADH absorbance | inhibition, % at 4.8 µM | 360,000 tested, 1.2% active | AID 588335; in the data active means inhibition above about 30%;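 further: 0% = DMSO wells and 100% = wells lacking the enzyme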
* = called active by the depositor; ? = inconclusive; . = no result given. Compounds were not picked by outcome. Share with any hit: about 4.8%.

SMILES	MazEF act	PrPC TRFRET	FadD28 binding	BioA inh	FBA Mtb inh	UGM FP inh	BoNT-F LC inh	Rv3671c protease	GDH-TPI inh
O=C(CC1Sc2ccccc2NC1=O)NNc1ccc(Cl)cc1Cl (stereo unspecified)	-3	-2	-1.8	-0.2	0	.	2	.	14
O=C(O)CCC(NS(=O)(=O)c1ccc(-c2ccccc2)cc1)C(=O)O (stereo unspecified)	1	7	-1.2	-1.1	1	2.7	8	-2	13
Cc1cn([C@H]2C[C@H](O)[C@@H](/C=C/C(=O)NCc3cccc4ccccc34)O2)c(=O)[nH]c1=O	.	0	-2.2	-1.0	3	.	-5	.	.
COCC(=O)N(Cc1cc2cc(C)ccc2[nH]c1=O)c1ccc(C)c(C)c1	-1	-5	-3.0	-0.3	0	0.6	?	-8	3
OC[C@@H]1CN(Cc2ccco2)C[C@H](n2cnc3c(N4CCN(c5ccccc5)CC4)ncnc32)O1	.	0	0.7	0.2	2	.	-6	.	4
COc1ccc(OC)c(/C=C2\SC(=S)N(Cc3cccnc3)C2=O)c1	-392	-5	0.0	-7.2	7	?	13	-4	-2
COc1ccc(C(=O)Nc2ccc(S(=O)(=O)Nc3onc(C)c3C)cc2)c(OC)c1	2	-5	1.4	.	1	2.2	16	-2	9
COc1ccc2[nH]c3c(=O)n(Cc4ccncc4)cnc3c2c1	2	7	-4.6	.	101*	0.8	-10	2	0
C=CCN(C(=O)CSc1nc2c(sc3ccccc32)c(=O)n1CCN(CC)CC)c1ccccc1	9	-7	-7.2	1.6	16	0.3	-8	-2	-2
O=c1cc(N2CCc3ccccc32)[nH]c(=O)n1-c1ccccc1	18	-5	-1.0	0.2	4	0.6	-6	2	-1
CCN(CC(=O)Nc1ccc(C)c(F)c1)CC(=O)NC(C)(C)C	3	6	-3.2	.	-2	-0.5	-3	7	0
O=C(N/N=C\c1ccccc1)c1ccccc1-n1cccc1	-2	-2	-0.2	.	-3	-2.2	0	5	3
COc1ccc(CCc2nnc(CCC(=O)N(C)Cc3ccnc4ccccc34)o2)cc1	4	14	-2.4	.	-2	-1.9	-4	-7	0
CC(C)OCC(O)CCc1n[nH]c(=S)n1-c1ccccc1 (stereo unspecified)	6	-3	-1.4	.	4	1.0	-9	-2	7
CCc1ncc(CN2CCCC(C(=O)Nc3cccc(-c4cccc(C)c4)c3)C2)cn1 (stereo unspecified)	2	6	-4.5	0.6	0	-2.3	1	-3	-5
CCN(c1ccccc1)S(=O)(=O)c1cccc(C(=O)Nc2cccc(C)n2)c1	7	4	-0.4	-0.6	2	.	-1	.	7
Cn1cccc1CC(=O)NNC(=S)Nc1ccc(Cl)cc1	-3	-5	-0.3	.	0	2.0	-5	12	6
Cc1ccc(C)c(NCC(O)c2ccccc2)c1 (stereo unspecified)	3	-3	0.5	0.3	-4	0.0	-8	7	0
COc1ccc(OC)c(S(=O)(=O)N2CCC(C(=O)NC3CCCCC3)CC2)c1	0	0	-1.3	-0.4	-1	0.2	-7	-7	1
COc1ccc(-c2sc(Nc3ccccc3)n[n+]2-c2ccc(F)cc2)c(C)c1C	12	0	-7.4	0.3	2	0.2	-14	-12	-5
CCOc1ccccc1OCC(=O)Nc1cc(S(=O)(=O)N2CCCCC2)ccc1N1CCN(CC)CC1	2	9	-2.8	-0.9	0	3.2	-4	2	-5
O=S(=O)(c1ccc(F)cc1)N1CCN=C1SCc1cccnc1	6	4	-2.2	.	1	-1.7	-6	2	1
Cc1ccccc1N(C(=O)c1csnn1)C(C(=O)NC(C)(C)C)c1ccncc1 (stereo unspecified)	8	-5	-5.7	-0.6	-1	0.9	-6	6	-7
CC(=O)c1csc(Nc2ccccc2Cl)n1	3	-4	-4.4	4.7	0	-1.8	?	5	-9
CN(C1CCCCC1)S(=O)(=O)c1ccc(S(=O)(=O)N2CCN(C(=O)c3ccccc3F)CC2)cc1	4	2	-1.8	0.4	-1	-1.3	-8	-2	3
Cc1nc2ccccc2n1C1CCN(CC(=O)NCc2ccc(F)cc2)CC1	3	-3	-3.2	-0.2	1	-0.1	-1	3	-6
Cc1cccc(C(C)C)c1NC(=O)c1ccc(OCC2CCCO2)cc1 (stereo unspecified)	5	-3	.	-0.8	3	1.5	0	-3	-4
CCC(Sc1ncccc1C(=O)O)C(=O)N1CCOCC1 (stereo unspecified)	1	-4	-0.2	-1.7	2	1.3	1	-6	0
O=C(N1CCCCC1)C1(c2ccccc2)CCCCC1	6	8	-2.6	-2.7	0	-2.3	32	8	1
OC(COC(c1ccc(F)cc1)c1ccc(F)cc1)CN1CCCC(C(F)(F)F)C1 (stereo unspecified)	-3	9	0.9	-2.8	3	0.1	-36	4	-2
CCn1c(-c2ccc3ncccc3c2)n[nH]c1=S	5	0	-0.5	1.0	-1	2.6	8	-1	2
CC(C)c1ccc(NC(=O)Cn2ncn3c(cc4ccccc43)c2=O)cc1	-7	6	-3.6	-2.5	6	0.0	-3	-14	21
COC(=O)c1cc(OC)c(OC)cc1NC(=O)c1cc(C(C)(C)C)oc1C	3	6	1.0	.	5	-3.4	.	-7	16
Cc1ccc(C2CC2C(=O)NNC(=S)Nc2cccc(C)c2)cc1 (stereo unspecified)	5	5	-5.0	0.2	6	1.2	0	2	6
Cc1ccc(NC(=O)CSc2nc3ccccc3c3nc(CCn4cncc4C)nn23)c(C)c1	-62	3	-0.9	-0.7	2	.	1	3	2
COc1ccccc1CC(=O)N(Cc1ccccc1)c1cccc(C)c1	-1	-4	-0.6	-0.4	6	1.6	0	0	7
Cc1cn2c(N)c(C=C3C=C(Cl)C(=O)C(Cl)=C3)c(=O)nc2s1	37	3	15*	.	-12	.	141*	.	3
O=C(O)c1cc(N2C(=O)C3CC=CCC3C2=O)ccc1NCc1cccnc1 (stereo unspecified)	5	10	1.1	-12	15	4.0	6	2	11
COc1cc(NC(=O)CC(C)S(=O)(=O)c2cc3c(cc2C)NC(=O)CO3)cc(OC)c1OC (stereo unspecified)	9	-2	-4.1	1.0	0	1.0	2	-1	4
CCCn1c(O)c(/C=C2\C=NN=C2c2ccccc2)sc1=S	11	-9	-3.8	-1.8	-6	1.0	-8	-17	12
N#Cc1cnn2c1nc(N1CCOCC1)c1ccccc12	8	0	-0.7	-1.6	-1	-0.6	7	4	9
COc1ccc(C)c2sc(N(CCN(C)C)C(=O)c3ccc4ccccc4c3)nc12	16	-3	-6.4	0.0	0	2.9	2	-4	-4
Cc1ccc(NC(=O)c2cccc(S(=O)(=O)N(C)C3CCCCC3)c2)nc1	-2	0	-2.1	-1.0	4	4.5	-2	-7	1
Cc1ccccc1NC(=O)c1ccc(CSc2ncccn2)cc1	-1	19	2.8	3.4	-2	5.7	0	2	5
CC(C)N(CCc1ccncc1)C(=S)Nc1ccc(F)c(Cl)c1	13	2	-4.7	2.8	-3	2.0	-3	5	-3
CC(C)(C)c1ccc(S(=O)(=O)N2CCN(CC(=O)NC(=O)NC3CCCCC3)CC2)cc1	2	5	0.0	-1.5	2	0.1	10	0	4
COc1ccccc1N1C(=NC(=O)C2CCCCC2)SC2CS(=O)(=O)CC21 (stereo unspecified)	5	3	-0.2	0.4	-1	1.8	6	1	5
CC1CCN(S(=O)(=O)c2ccc3c(c2)oc(=O)n3CC(=O)N2CCc3ccccc3C2)CC1	8	-4	1.6	-1.2	7	-0.8	2	6	-7
CC1CCC2C(=O)N(c3ccc(Cc4ccncc4)cc3)C(=O)C2C1 (stereo unspecified)	-4	6	-1.0	.	0	1.5	-5	5	-1
O=C(COC(=O)CN1C(=O)C2CCCCC2C1=O)Nc1ccc(F)c(F)c1F (stereo unspecified)	1	3	-3.1	0.1	4	-0.5	7	7	-9
COc1ccccc1CNC(=O)c1cccc(N(C)C)c1	-2	12	1.3	-3.2	13	-2.6	-6	-3	9
COc1ccc(OC)c(/C(C)=N\NC(=O)c2cc3cc(Cl)ccc3n2C)c1	0	-7	-2.6	-5.0	0	-2.9	?	-12	7
CCCc1ccc2c(C(F)(F)F)cc(C(F)(F)F)cc2n1	.	0	-2.2	-5.8	-2	.	-3	.	.
COc1ccc(CCNC(=O)c2cccc(S(=O)(=O)N3CCCCCC3)c2)cc1	-8	5	-2.3	-0.7	-2	-2.3	-15	-4	-4
O=C([C@H](Cc1ccc(O)cc1)n1cc(CCO)nn1)N1CCNCC1	12	-5	-4.5	-0.7	2	-1.6	2	6	7
CCC(=O)NN1CCN(c2ccncc2S(=O)(=O)N2CCCCC2)CC1	6	-8	-1.9	1.1	0	0.3	2	-1	-3
CSc1ccc(Cn2nnc(C(=O)NCc3ccccc3)c2N)cc1	-1	0	-5.3	-0.2	0	1.8	-6	-4	3
CCCOC(=O)Nc1nc(-c2ccc(C)cc2)c(C)s1	-1	6	1.7	.	-1	0.8	-2	-3	-2
O=C(CCNS(=O)(=O)c1ccc(Cl)cc1)Nc1ccncc1	7	12	-0.9	-0.3	-1	0.4	-14	1	-1
CC(O)(c1ccc(F)c(F)c1)c1nc(-c2ccncc2)cs1 (stereo unspecified)	.	4	-1.7	0.2	-3	.	-1	.	2
Later entries
SMILES	MazEF act	PrPC TRFRET	FadD28 binding	BioA inh	FBA Mtb inh	UGM FP inh	BoNT-F LC inh	Rv3671c protease	GDH-TPI inh
O=C(c1ccccn1)N(Cc1ccco1)C1(C(=O)Nc2ccc(Br)cc2)CCCCC1	.	10	0.0	-0.6	-1	.	-4	.	7
O=C(NC1Cc2ccccc2C1)c1cc(COc2ccc(F)cc2Cl)on1	-4	-2	-1.1	.	6	1.8	-2	0	1
Cc1ccc(NC(=O)CCc2ccc(C)o2)c(Br)c1	-9	0	-0.4	-1.0	-2	-2.3	91*	-5	-6
O=C(CN1CCN(S(=O)(=O)c2cccs2)CC1)NCC1CCCCC1	2	1	-2.8	0.4	2	1.3	8	-8	-3
O=C(CSc1ccc(-c2ccccc2)nn1)N1CCOCC1	9	-7	-0.1	-1.9	-1	-2.7	4	-5	-6
CCOc1c(C)cnc2c1c(=O)n(Cc1c(F)cccc1Cl)c(=O)n2C	2	-3	-0.1	-0.9	0	-1.2	-4	0	9
COc1ccccc1OCC(O)CN1C(=O)NC(C)(C)C1=O (stereo unspecified)	7	-1	-4.7	-0.2	1	-2.5	-13	-2	-12
CCC(C)(C)n1nnnc1C(c1cc2ccc(OC)cc2[nH]c1=O)N1CCCCC1 (stereo unspecified)	-9	-6	-1.0	-1.0	2	2.0	3	-16	20
O=C1[C@@H]2C(Cc3ccc(O)cc3)NC3(C(=O)Nc4ccc(F)cc43)[C@@H]2C(=O)N1c1ccc(F)cc1 (stereo partly specified)	-15	-7	-0.9	.	1	-4.1	29	-6	2
O=C(c1ccccc1-c1nc(-c2ccccc2Cl)no1)N1CCOCC1	1	3	-3.5	-1.7	-2	-1.4	0	-5	6
COc1ccc(C(=O)Nc2cccc(C(=O)O)c2)cc1S(=O)(=O)N1CCCC1	1	-1	-5.2	-0.2	-1	-0.8	-7	0	-5
